ERK EGF inh: qHTS Assay for Inhibitors of the ERK Signaling Pathway using a Homogeneous Screening Assay; Stimulation with EGF; Potency, µM (top dose mostly 11.5 µM), without a hit: at the top dose activity change, negative = inhibition, actives largely listed as inhibitors; 130,000 tested, 0.41% active; HEK293-V1b, EGF-stimulated phospho-ERK AlphaScreen; active = well fitted inhibition curve with a large enough effect; inconclusive = small, poorly fitted or top-dose-only effect, or effect the other way;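 also: plate controls were stimulated vehicle wells for no effect and unstimulated vehicle basal for full effect; nearly all actives have a fitted effect of over 55% in size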
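After overnight plating in 1% FBS, HEK293-V1b cells received test compound for half an hour, then a 5 min pulse of EGF (25 nM); ERK phosphorylation in lysates was read by bead-based AlphaScreen.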
The depositor's hits bear a star; ? = inconclusive; [ ] = remark or other dose. Potency is read from the fitted curve at half-maximal effect. These rows are one share of the data, so the mix of outcomes need not match the whole.

nr	smiles	ERK EGF inh
1	CN(C)CCCNC(=S)Nc1ccc(Br)cc1	4%[57.5 µM]
2	NC(=O)c1cc2cc(Cc3ccccc3Cl)ccc2oc1=O	-1%
3	N#Cc1sc2nc(C3CC3)cc(-c3ccc(Cl)cc3)c2c1N	?
4	O=C(NNC1CC(c2ccccc2)=NN1C(=O)c1ccccc1)c1ccccc1 (stereo unspecified)	2%
5	COc1cccc(N2C(=O)C3C(C2=O)C3(c2ccccc2)c2ccccc2)c1 (stereo unspecified)	-4%[57.5 µM]
6	O=C(Cc1ccccc1)NCc1n[nH]c(=S)n1-c1ccccc1	-2%
7	COC(=O)c1cnn(-c2ccc(C)c(C)c2)c1-n1cccc1	2%[57.5 µM]
8	CCOc1ncccc1C(=O)Nc1ccc(F)c(Cl)c1	35%
9	O=c1cc2ncc(-c3[nH]ncc3[N+](=O)[O-])cn2[nH]1	-1%[57.5 µM]
10	CCN(Cc1ccccc1)C(=O)COC(=O)c1cnc(C)cn1	-4%
11	O=C(Nc1ccc(Oc2ccccc2)cc1)c1ccc(Cn2c(=O)[nH]c3ccsc3c2=O)cc1	0%
12	Clc1ccc2scc(CN3CCCCC3)c2c1	1%
13	CN(C)c1ccc(CC(=O)c2nc3ccccc3s2)cc1	1%
14	Cc1cc(-c2n[nH]c(=S)n2/N=C/c2cccc([N+](=O)[O-])c2)n[nH]1	4%
15	COC(=O)c1ccccc1NC(=O)COC(=O)[C@H](C)NC(N)=O	1%[57.5 µM]
16	CCOC(=O)N1CCN(C(=O)c2ccccc2NC(=O)c2ccc(F)cc2)CC1	11%
17	COc1ccc(/C=C/C(=O)Nc2ccccc2)cc1OC	-3%
18	O=C(COC(=O)/C=C/c1ccccc1[N+](=O)[O-])NC1CC1	9%
19	COc1cc(C2CC(=O)C3=C(C2)Nc2ncnn2C3c2cccs2)cc(OC)c1OC (stereo unspecified)	-7%[57.5 µM]
20	COc1ccc(C(=O)NCC2CCCO2)cc1S(=O)(=O)N1CCCc2ccccc21 (stereo unspecified)	-7%
21	CC(=O)N/N=C(\C)CC(=O)Nc1cccc(C(F)(F)F)c1	1%
22	Cc1cc(C)c(C(=O)O)c(CC(C)(C)C(=O)O)c1	-5%[57.5 µM]
23	CCc1ccc(C(=O)NNc2ccc(F)cc2)cc1	-9%[57.5 µM]
24	CCCN1CC(O)=C(C#N)C1=O	9%
25	COc1cccc(CN(C)CC(=O)Nc2cccc3ccccc23)c1	5%
26	Cc1ccc(S(=O)(=O)N(CC(=O)N/N=C/c2ccccc2C(=O)O)c2cc(Cl)cc(Cl)c2)cc1	-2%
27	Cc1cc(C)c2nc(N3CCC(C(=O)NCc4cccnc4)CC3)sc2c1	?
28	Cc1nonc1OCCNc1ccc([N+](=O)[O-])cc1[N+](=O)[O-]	-6%
29	CN(C)S(=O)(=O)c1cccc(NC(=O)COC(=O)CCC(=O)c2cccs2)c1	1%
30	O=C1C(=O)N(CCN2CCOCC2)C(c2ccccn2)/C1=C(/O)c1ccc(Cl)cc1 (stereo unspecified)	-2%
31	Cc1c(-c2cccc(Cl)c2)nc2ccccc2c1C(=O)OCC(=O)Nc1ccc2c(c1)OCO2	2%
32	Cc1ccc(C)c2sc(NC(=O)c3nc4ccccc4s3)nc12	-2%
33	COc1ccc2c(Cl)c(C(=O)NCC3CCCO3)sc2c1Cl (stereo unspecified)	-9%
34	Cc1c(Cl)ccc2c(C(=O)O)cc(-c3ccccc3)nc12	2%[57.5 µM]
35	Cc1ccc(S(=O)(=O)NN2C(=O)c3ccccc3NC2c2ccccc2O)cc1 (stereo unspecified)	-5%
36	CC(C)(C)OC(=O)CNC(=O)c1[nH]cnc1C(=O)Nc1ccc(Cl)cc1	-4%[57.5 µM]
37	CCCc1c(C(=O)Nc2ccc(OC)cc2)cnn1-c1ccccc1	2%[57.5 µM]
38	Cc1c(F)cccc1NC(=O)CCCCCC1NC(=O)NC1C (stereo unspecified)	-11%
39	COc1ccc(C(=O)N2CCC[C@@]3(CCN(c4ncccn4)C3)C2)cc1	11%
40	O=C(O)c1ccc(/C=N/NC(=O)c2ccc(Br)cc2)cc1	-4%
41	Cc1ccc(-n2c(=O)c3sccc3n(Cc3cc(=O)n4ccccc4n3)c2=O)cc1	17%
42	Cc1sc2nc(SCC(=O)NCCO)n(-c3ccccc3)c(=O)c2c1C	-4%
43	CCOc1ccc(NC(=O)Nc2cccn(Cc3ccccc3)c2=O)cc1	3%
44	C(=N\Nc1nc2ccccc2[nH]1)/c1ccc2c(c1)OCCO2	0%[57.5 µM]
45	COCc1nnc(NC(C)=O)s1	3%
46	Cc1c(C(=O)NC(=S)NCC(C)C)oc2ccccc12	-3%
47	COc1ccc(C(C)=O)cc1CSc1nc2ccccc2c(=O)n1-c1cccc(C)c1	1%
48	CCCCCCCC1=CC2=C(Cl)C(=O)C(C)(OC(C)=O)C(=O)C2=CN1C (stereo unspecified)	10%
49	COC(=O)c1c(C)[nH]c(C(=O)/C=C/c2ccccc2)c1C	4%
50	COC(=O)c1ccc(-n2c(C)cc(-c3csc(NC(=O)c4ccc(S(=O)(=O)N(C)C)cc4)n3)c2C)cc1	-5%
51	NS(=O)(=O)c1ccc(NC(=O)c2ccc3nccnc3c2)cc1	-11%[57.5 µM]
52	O=C(CSc1nc2ccc(N3CCOCC3)cc2c(=O)n1CCc1ccccc1)NCC1CCCO1 (stereo unspecified)	-2%
53	CN(c1ccc(OCC(=O)OCC(=O)Nc2ccccc2F)cc1)S(=O)(=O)c1cccs1	5%
54	Cc1ccc(C(=O)NC(N(C)C)C(Cl)(Cl)Cl)cc1 (stereo unspecified)	-10%
55	COC(=O)c1sccc1-n1cccc1C(=O)C(=O)Nc1ccc(F)cc1	10%
56	Cc1ccc(C(=O)OCc2cn(-c3ccccc3)nn2)cc1	2%
57	CC(CN(C)Cc1nc(Cc2cccc(C(F)(F)F)c2)no1)CN1CCCC1 (stereo unspecified)	-5%
58	CCOC(=O)CNC(=O)C1Cc2ccccc2CN1S(=O)(=O)c1cccs1 (stereo unspecified)	10%[57.5 µM]
59	O=C(O)CCN1C(=O)c2ccc(NC(=O)Cc3ccc(Cl)cc3)cc2C1=O	-12%[57.5 µM]
60	O=c1[nH]c(=O)n([C@@H]2C[C@H](O)[C@H](CO)O2)cc1I	-15%[25.7 µM]

(continued)
nr	smiles	ERK EGF inh
61	CC1CN(c2ccccc2)CCN1Cc1nc(Cc2ccccc2)no1 (stereo unspecified)	-3%
62	Cc1nn(C)cc1CNC(=O)C1C2CCC(C2)C1C(=O)O (stereo unspecified)	4%
63	CCN(CC)CCn1c(=N)n(CC(O)COc2ccccc2)c2ccccc21 (stereo unspecified)	0%[57.5 µM]
64	Cc1ccc(CN2CCN(Cc3ccccc3)C(CCO)C2)s1 (stereo unspecified)	-5%
65	NS(=O)(=O)c1ccc(NC(=S)N2CCN(S(=O)(=O)c3ccc(F)cc3)CC2)cc1	8%
66	Cc1cc(C)n(C2CC(=O)N(c3ccc(C)c(Cl)c3)C2=O)n1 (stereo unspecified)	-15%[57.5 µM]
67	CC(C)NC(=O)COC(=O)/C=C/c1ccc(F)cc1	1%
68	O=C(NCC1CCCO1)c1ccc(Br)o1 (stereo unspecified)	3%
69	O=C(Nc1ccc(NC(=O)c2cccs2)cc1)c1ccc2c(c1)OCCO2	1%[57.5 µM]
70	COc1ccccc1CC(=O)Nc1cccc(C)n1	6%
71	CC(C)C(=O)Nc1ccc(NC(=O)CCc2ccccc2)cn1	0%
72	CCOC(=O)c1cc(-c2csc(COc3ccccc3Cl)n2)on1	-13%[57.5 µM]
73	Cc1ccc(C2/C(=C(/O)c3cnn(-c4ccccc4)c3C)C(=O)C(=O)N2CCCN2CCOCC2)o1 (stereo unspecified)	-2%[57.5 µM]
74	O=C(c1ccc(F)cc1)C1CCN(C(=O)Nc2ccccc2Cl)CC1	3%
75	Cc1cc(/C=C(\C#N)C(=O)O)c(C)n1CC1CCCO1 (stereo unspecified)	7%
76	CCCCN(C(=O)CSc1cc(C)c2ccccc2n1)c1c(N)n(Cc2ccccc2)c(=O)[nH]c1=O	-5%
77	COc1cccc2sc(NNC(=O)C3COc4ccccc4O3)nc12 (stereo unspecified)	-5%
78	Cc1c(Br)c([N+](=O)[O-])nn1CC(=O)N1CCc2ccccc21	-8%
79	COc1ccc(/C(C)=N/N2C(=O)c3ccccc3NC2c2ccc(O)c(OC)c2)cc1 (stereo unspecified)	-7%[57.5 µM]
80	Cc1ccc(C(=O)N/N=c2\sc3ccccc3n2C)cc1	9%

Rewritten with the structure last: part of the list above
no. | ERK EGF inh | canonical_smiles
62 | 4% | Cc1nn(C)cc1CNC(=O)C1C2CCC(C2)C1C(=O)O (stereo unspecified)
63 | 0%[57.5 µM] | CCN(CC)CCn1c(=N)n(CC(O)COc2ccccc2)c2ccccc21 (stereo unspecified)

Later entries
nr	smiles	ERK EGF inh
81	COc1cc(C(=O)Nc2nnc(C)s2)c([N+](=O)[O-])cc1OC	8%[57.5 µM]
82	Cc1nc2ccc(CCO)cc2s1	0%
83	CCOC(=O)c1ccc(NC(=O)CN(C)S(=O)(=O)c2ccc(Br)s2)cc1	?
84	Cn1c(CO)cnc1-c1ccccc1	-5%[57.5 µM]
85	O=S1(=O)CC2SC(=S)N(Cc3ccccc3)C2C1 (stereo unspecified)	3%[57.5 µM]
86	CSc1ncnc2sc(C)c(C)c12	25%
87	CCCNC(=O)c1ccccc1C(=O)NC1(C(=O)NCCC)CCCC1	4%[57.5 µM]
88	O=[N+]([O-])c1nn(-c2ccc3c(c2)OCCO3)n(O)c1=NC1CCN(Cc2ccccc2)CC1	?
89	O=C(c1ccccc1)N1CCN(CC(O)Cn2ccc3ccccc32)CC1 (stereo unspecified)	12%[57.5 µM]
90	CCOc1ccc(-c2ccc(SCC(=O)N3CCN(c4ccccc4)CC3)nn2)cc1	0%
91	CC1CN(C(=O)c2cccc(COc3ccccc3Cl)c2)CC(C)O1 (stereo unspecified)	4%
92	Cn1ncc2c(NNC(=O)C3CCCCC3)ncnc21	-3%
93	O=C(O)CC(C(=O)Nc1ccc(Cl)cc1Cl)C1CCCO1 (stereo unspecified)	-2%[57.5 µM]
94	Cc1ccccc1NC(=O)c1ccc(NC(=O)C2CC(=O)OC23CCCCC3)cc1 (stereo unspecified)	-13%
95	COc1cc(/C=C/C(=O)OCC(=O)NCc2ccco2)cc(OC)c1OC	3%
96	C=C(C)COc1ccc(-c2nc(N)ncc2-c2ccccc2OC)c(O)c1	0%[57.5 µM]
97	COc1ccc(CC(=O)N/N=C(/C)c2ccco2)cc1	-10%
98	O=C(/C(=C/O)N=Nc1cccc(C(F)(F)F)c1)c1ccccc1	?
99	COc1ccccc1NS(=O)(=O)c1ccc(C(N)=O)cc1	-5%
100	Clc1ccccc1-c1nnc2n1CCCCC2	0%[57.5 µM]

Filtered by structure: those above with a furan ring, fused or not.
nr	smiles	ERK EGF inh
46	Cc1c(C(=O)NC(=S)NCC(C)C)oc2ccccc12	-3%
68	O=C(NCC1CCCO1)c1ccc(Br)o1 (stereo unspecified)	3%
73	Cc1ccc(C2/C(=C(/O)c3cnn(-c4ccccc4)c3C)C(=O)C(=O)N2CCCN2CCOCC2)o1 (stereo unspecified)	-2%[57.5 µM]
95	COc1cc(/C=C/C(=O)OCC(=O)NCc2ccco2)cc(OC)c1OC	3%
97	COc1ccc(CC(=O)N/N=C(/C)c2ccco2)cc1	-10%

Continuation:
nr	smiles	ERK EGF inh
101	O=C(COC(=O)c1ccc(-c2cnc3ccccc3n2)cc1)c1ccccc1	3%
102	O=c1c2c(nc3c(-c4ccc(Cl)cc4)c[nH]n13)CCC2	5%
103	CCOCCCNCc1cn(-c2ccc(F)cc2F)nc1-c1ccccc1C	?
104	Cc1nnc(SCc2cc(=O)oc3ccc4ccccc4c23)n1Cc1ccccc1	-2%
105	O=c1[nH]c(-c2ccccc2)cs1	7%
106	C/C(CC(C)C)=N\NS(=O)(=O)c1ccc(C)c([N+](=O)[O-])c1	-12%[57.5 µM]
107	O=C(NCCO)/C(=C\c1cccc([N+](=O)[O-])c1)NC(=O)c1ccco1	2%
108	O=C1CC(c2ccccc2)CC(O)=C1C=NCc1ccncc1 (stereo unspecified)	1%
109	CCN(CC)/C(Sc1ccccc1)=C(\C(Cl)=C(Cl)Cl)[N+](=O)[O-]	5%
110	CCc1ncc(C)nc1CC	-6%[57.5 µM]
111	CCCCCCCCNC(=O)c1cnccn1	-4%
112	CCn1c(C)nc2cc(N)ccc21	-3%[57.5 µM]
113	COC(=O)N/N=C/c1ccc(OS(=O)(=O)c2ccc(C)cc2)c(OC)c1	35%
114	CC(=O)Nc1ccccc1NC(=O)C/C(C)=N/NC(=O)c1ccc([N+](=O)[O-])c(Cl)c1	9%
115	Cc1cc(C)c(NC(=O)CSc2nccn2C)c(C)c1	-11%
116	Nc1ccc(C(=O)O)cc1	-6%
117	COC(=O)C1(C)NC(c2ccco2)C2C(=O)N(c3ccc(F)cc3)C(=O)C21 (stereo unspecified)	-11%
118	C#Cc1ccc(CN2CCN(Cc3ccsc3)C(CCO)C2)cc1 (stereo unspecified)	-19%
119	COC(=O)C/C=C/[C@@H](C)[C@H](NC(=O)OCC(Cl)(Cl)Cl)c1cccc(OC)c1	5%
120	CCCN1CCC(=NNc2ccc(S(=O)(=O)N3CCOCC3)cc2[N+](=O)[O-])CC1	3%
121	Cc1onc(NC(=O)c2ccc(Cl)cc2Cl)c1Br	-3%
122	O=C(Cc1cccc2ccccc12)NNC(=O)Nc1ccc(Cl)cc1	1%[57.5 µM]

Source: PubChem (National Center for Advancing Translational Sciences (NCATS))
